# High-throughput results: PubChem, Fisher Drug Discovery Resource Center
# mcGAS MS inh: mouse cGAS inhibition by mass spec; recombinant mouse cGAS, cGAMP by RapidFire MS; inhibition, % at 12.5 µM; actives 0.18% (n = 130,000);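 active = inhibition of cGAS enzyme activity at or above 60%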;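 note: enzyme stimulated by 45 bp dsDNA with ATP and GTP substrates; cGAMP share of summed cGAMP plus half ATP and half GTP signals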
# Target sequence (Q8C6L5 whole entry, looked up): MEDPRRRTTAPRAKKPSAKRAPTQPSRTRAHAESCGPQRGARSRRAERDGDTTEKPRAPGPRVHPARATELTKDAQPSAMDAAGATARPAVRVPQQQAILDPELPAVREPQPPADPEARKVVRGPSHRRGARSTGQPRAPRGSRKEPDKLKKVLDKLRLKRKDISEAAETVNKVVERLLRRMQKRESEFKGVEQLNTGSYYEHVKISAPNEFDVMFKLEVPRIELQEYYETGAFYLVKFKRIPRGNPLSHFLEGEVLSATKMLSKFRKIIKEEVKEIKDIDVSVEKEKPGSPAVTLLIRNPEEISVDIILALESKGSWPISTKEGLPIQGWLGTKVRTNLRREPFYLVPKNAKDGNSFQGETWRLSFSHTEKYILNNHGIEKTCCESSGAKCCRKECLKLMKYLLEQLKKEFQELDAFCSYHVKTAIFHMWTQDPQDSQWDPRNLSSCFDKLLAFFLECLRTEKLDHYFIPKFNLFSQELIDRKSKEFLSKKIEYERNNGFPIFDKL
# * marks the source's active call; other numbers are inactive results; & = joins results of further samples.
canonical_smiles	mcGAS MS inh
Cc1cc(C)n(-c2ccc(C(=O)N3CCCC(N(C)C)CC3)cc2)n1 (centres undefined)	-14
Cc1ccccc1NC1CCN(C(=O)c2c(C)oc(C)c2C)CC1	-8
CC(=O)N(C)CC(=O)NCc1ccc(Br)cc1Cl	1
CC1c2ccsc2CCN1C(=S)NC1CC2CCC1C2 (centres undefined)	-4
N#Cc1cccnc1N(CCO)CCc1ccccc1	-5
CC(C)=CCC/C(C)=C/CC/C(C)=C/CC/C(C)=C/CC/C(C)=C/CC/C(C)=C/CC/C(C)=C/CC/C(C)=C/CC/C(C)=C/CO	-5
CN(C)c1ccc(Nc2nccc(Oc3ccc(F)cc3)n2)cn1	-17
O=C1CCCCC1Sc1nc2sccc2c(=O)n1-c1ccccc1 (centres undefined)	-8
COCCN(CCN(C(C)=O)c1ccc(F)cc1)C(C)=O	-13
Cc1c(C=Cc2ccsc2)n[nH]c(=O)c1C#N	-17
COc1ccc(-c2nc3ccc(Br)cc3c(=O)o2)cc1[N+](=O)[O-]	0
O=C1Nc2cc(N3CCCC3)ccc2/C1=N/N1CCCCC1	-3
CCCn1c(C)c(CC(=O)N(C)Cc2nonc2C)c2c1CC(C)(C)CC2=O	-10
Nc1nc(Cl)cc(NCc2cccnc2-n2cccn2)n1	-2
COCc1ccccc1CNC(=O)Nc1cc(Cl)ccc1OC	-5
Cc1c(C(=O)NCc2ccco2)c(C(F)(F)F)nn1C1CCCN(C)C1 (centres undefined)	-10
COCC(=O)Nc1c(C)c(C(C)(C)C)nn1-c1ccccc1	2
COCc1nnc(NC(=O)CN2[C@@H]3CC[C@H]2CC(O)C3)s1 (some centres undefined)	-3
CN1CCCC(C#CC(O)(c2ccccc2)c2ccccc2)C1 (centres undefined)	-3
CC1CCC(NC(=O)CN2C(=O)NC3(CCCCCC3)C2=O)CC1 (centres undefined)	4
CNC(=S)Nc1ncn(Cc2cccc(F)c2)n1	-2
Cc1nsc(NC(=O)N(C)Cc2cccc(-n3cccn3)c2)n1	-28
Cc1cc(-c2c(-c3ccccc3)ncn2Cc2n[nH]c(=O)c3ccccc23)n[nH]1	-17
CCOC(=O)C1CC(=O)C(C(=O)OCC)CC1=O (centres undefined)	-11
Cc1noc(OCc2ccccc2OC(C)C)n1	4
COC(=O)Cn1c(=O)c2c(nc3n(-c4ccc(Br)cc4)c(C)cn23)n(C)c1=O	-4
Cc1nc(CN(C)Cc2cnc(N3CCOCC3)s2)no1	-14
CC(=O)N1CCOC(CNC(=O)c2ccoc2C)C1 (centres undefined)	-36
CC1COCCN1C(=O)c1c[nH]c(=O)[nH]1 (centres undefined)	-2
O=C(CCn1c(=O)oc2cc(Cl)ccc21)NC1=NCCS1	10
Cc1cnc(C(=O)N2CCCC(N3CCN(c4ccccc4C)CC3)C2)cn1 (centres undefined)	-2
CC(C)CC(N=C1NS(=O)(=O)c2ccccc21)C(=O)Nc1ccc2c(c1)OCCCO2 (centres undefined)	-1
COc1cc(C2NC(=O)c3sc4nc(C)cc(C)c4c3N2)ccc1OCC#N (centres undefined)	21
CC(=O)N1N=C(c2ccccc2)CC1c1cc(Br)ccc1O (centres undefined)	-6
CCc1nnc2n1CC(CN(Cc1cn3ccccc3c1C#N)Cc1cn3ccccc3c1C#N)CC2 (centres undefined)	-5
O=C(c1ccc([N+](=O)[O-])cc1[N+](=O)[O-])n1nnc2ccccc21	-31
O=C(Nc1ccnn1C1CCN(Cc2ccc3c(c2)OCCO3)CC1)c1ccccc1	-9
CCCn1c(=O)c2c(nc3n2CCCN3C2CCCCC2)n(C)c1=O	-4
O=C(NCc1cccnc1-n1ccnc1)C1CCS(=O)(=O)CC1	-22
O=C(c1ccc(Br)cc1)c1ccco1	4
N#Cc1ncn(CC(=O)Nc2ccnn2Cc2cccc(Cl)c2)n1	-8
C=C1c2cc(OCC)ccc2NC(=O)N1c1ccccc1	-8
Cn1cnc(S(=O)(=O)NCCc2ccccc2F)c1Cl	11
CCN1CC(=Cc2cccs2)C(=O)C(=Cc2cccs2)C1	-4
COc1ccccc1NC(=O)NCc1nnnn1C1CCCCC1	1
COc1cccc(OC)c1C(=O)N1CCN(C(C(=O)NCCCN2CCCC2=O)C2CCCC2)CC1 (centres undefined)	-5
COc1ccc(-c2noc(CCc3cn[nH]c3)n2)c(C)c1	7
COc1ccc(CC(=O)Nc2c(C)nc3ccc(C)cn3c2=O)cc1OC	16
CN(C)CCN(Cc1ccsc1)C(=O)C1CCCN(C(N)=O)C1 (centres undefined)	-25
O=C(NCCn1ncccc1=O)C1CCCCC1	-2
CC1(C(=O)NS(=O)(=O)c2ccc3c(c2)CCO3)CCN1C(=O)Cc1ccc(-c2ccccc2)cc1 (centres undefined)	-20
COc1ccccc1CCNC(=O)c1ccccc1N1CCC(NC(=O)c2ccc(F)cc2F)CC1	-10
COc1ccc(-c2nnc(CN3CCCC3c3cccs3)o2)cc1 (centres undefined)	-9
O=C(CC1C[C@@H]2CC[C@H]1C2)N1CCc2c(cnn2-c2ccccn2)C1 (some centres undefined)	-3
O=C(c1cnc2cc3c(cc2c1)OC1(CCCC1)O3)c1ccccc1O	-10
Cc1ccc(C(=O)NC(C)c2cnn(-c3ccccc3C)c2C)cn1 (centres undefined)	-3&-1
Cc1ccc2cc(C(=O)N(C)C3CCN(C)CC3C)c(C)nc2c1 (centres undefined)	2
C=C(C)Cn1c(N2CCN(Cc3ccccc3F)CC2)nc2c1c(=O)[nH]c(=O)n2C	0
CCC(=O)Nc1cccc(NS(=O)(=O)c2cc(C(=O)NC)n(C)c2)c1	3
COc1ccc(NC(=O)c2cc(OCCCN(C)C)nn2Cc2ccccc2)cc1	-5

# Of the compounds above, five contain bromine.
canonical_smiles	mcGAS MS inh
CC(=O)N(C)CC(=O)NCc1ccc(Br)cc1Cl	1
COc1ccc(-c2nc3ccc(Br)cc3c(=O)o2)cc1[N+](=O)[O-]	0
COC(=O)Cn1c(=O)c2c(nc3n(-c4ccc(Br)cc4)c(C)cn23)n(C)c1=O	-4
CC(=O)N1N=C(c2ccccc2)CC1c1cc(Br)ccc1O (centres undefined)	-6
O=C(c1ccc(Br)cc1)c1ccco1	4

# Reprinted at random: three records from the list
canonical_smiles	mcGAS MS inh
O=C(Nc1ccnn1C1CCN(Cc2ccc3c(c2)OCCO3)CC1)c1ccccc1	-9
CC(C)CC(N=C1NS(=O)(=O)c2ccccc21)C(=O)Nc1ccc2c(c1)OCCCO2 (centres undefined)	-1
CCN1CC(=Cc2cccs2)C(=O)C(=Cc2cccs2)C1	-4

# (list continues)
canonical_smiles	mcGAS MS inh
c1ccc(CCc2n[nH]c(CSc3ccccc3)n2)cc1	-10
Cc1cccc(S(=O)(=O)NC2CCC(NC(=O)C3CCNCC3)CC2)c1 (centres undefined)	1
CCCNC(=O)C1(C)CCCN(Cc2cccn2C)C1 (centres undefined)	-4
CC(C)C[C@H]1CN(C(=O)c2ccn(C)c(=O)c2)CC[C@@]1(C)O	-15
O=C(Nc1ncccn1)c1ccccc1Br	1
CC(C)N1CCC2(CC1)CC(=O)c1cc(-c3ccc(C(=O)N(C)CC4OCCO4)cc3)ccc1O2	-1
CC(C)c1ccc2c(c1)c1c3n2CCN(CC(N)=O)C3CCC1 (centres undefined)	-36
CCN1C(=O)CC(N2CCN(S(=O)(=O)c3ccc(C)cc3)CC2)C1=O (centres undefined)	-6
O=C(COc1ccc(Cl)cc1)Nc1ccc(S(=O)(=O)Nc2ncccn2)cc1	11
O=C(NCCCc1ccccn1)c1ccc(-c2cccnc2)nc1	-15
Cc1[nH]ncc1CNC(=O)C(C)(C)c1ccccc1Cl	4
C=CCNC(=S)Nn1c(-c2ccco2)nc2ccccc2c1=O	-6
CC(C)(CNC1CCCN(c2ccc(C(F)(F)F)cn2)C1)CN1CCOCC1 (centres undefined)	-6
Cc1ccc(C)c(Cn2c(=O)c3c(nc4n(CCCO)c(C)cn34)n(C)c2=O)c1	-10
CC(Sc1ncc2ccccn12)C(=O)N1c2ccccc2NC(=O)C1(C)C (centres undefined)	5
Cc1nn(-c2ccccc2)c(C)c1-c1ccnc(NCc2cnc3ccccn23)n1	-16
CCc1cc(CN(C)CCC(=O)Nc2cccnc2)on1	-12
COc1cccc(CNCc2ccc(OC)c3ccccc23)c1OC	-5
Cc1cc(S(=O)(=O)N2CCOC23CCN(C(=O)C(C)(C)CCl)CC3)ccc1F	-1
Cc1nn(C)c2ncc(NC(=O)c3cc(S(=O)(=O)N4CCOCC4)ccc3N3CCCCC3)cc12	-5
Cc1nc(CCNC(C)Cn2cncn2)sc1C (centres undefined)	-7
CCc1c(C)sc2[nH]c(=S)n(C)c(=O)c12	52
CCCn1c(-c2sccc2C)n[nH]c1=O	-6
CN(C)C(=O)CN(C)S(=O)(=O)c1ccc2c(c1)c1ccccc1n2C	3
O=C1c2cccc3cccc(c23)N1CN1CCOCC1	-11
COc1ccc(C2=NN(C)C(=NCc3ccccc3)SC2)cc1	-4
O=C(Nc1cccc(-c2ccco2)c1)C1CCN(C(=O)Cc2ccsc2)CC1	1
N#Cc1cccc(CSc2nc(Oc3cccc(F)c3)cc(-c3ccccc3)n2)c1	1
NC(=O)CCn1cc(CN2CCC3(CCOCC3)CC2)c2ccccc21	-23
COc1cc(CNC(=O)c2ccc(C#CC(C)(C)O)o2)ccc1O	-19
Cc1nc(-n2nc(-c3cccs3)cc2NC(=O)C2CC2)[nH]c(=O)c1C	1
Cc1cccc(OCC(=O)Nn2cnc3c(cnn3-c3ccc(C)c(C)c3)c2=O)c1	-5
CC(C)C(CNC(=O)C1CN(c2nccn3cnnc23)CC1C)N1CCOCC1 (centres undefined)	-5
CCN1CCCC(C)(C(=O)N2CCc3c(nc(N(C)C)[nH]c3=O)C2)C1 (centres undefined)	-7
N#Cc1ccc(CSC2=NCCCN2)cc1	-8
COCC1CCCN(C(=O)c2ccc(-c3cccnc3)nc2)C1 (centres undefined)	-10
CN1CCC2(CCCN(Cc3cc4n(n3)CCCNC4)C2)C1 (centres undefined)	5
Cc1cc(Sc2ncn[nH]2)c2c(Cl)ccc(Cl)c2n1	-9
CCOc1ccc(S(=O)(=O)N2CCC(c3nncn3C)CC2)cc1	-5
CCCCn1c(=N)c(C#N)cc2c(=O)n3cccc(C)c3nc21	-7
CC(=O)Cn1c(=O)c2c(nc3n(-c4cc(Cl)ccc4C)c(C)cn23)n(C)c1=O	-4
O=[N+]([O-])c1ccccc1NN=C1CC2CC=CC12 (centres undefined)	-6
CCOC(=O)CC1Nc2nc3ccccc3n2C1=O (centres undefined)	-22
CCn1ncnc1CN1CCOc2c(cc(-c3cccc(OC)n3)cc2OC)C1	-21
O=C(NCCCn1nc(-c2ccccc2)ccc1=O)C1c2ccccc2Oc2ccccc21	-3
Cc1cccc(/C=C2/SC(=S)N(CC(=O)O)C2=O)c1	7
Cc1nonc1CN(C)C(=O)c1ccccc1NCc1cccs1	-10
CCC(C)N(C(=O)CN1CCN(c2ccc(F)cc2)CC1)C1CCS(=O)(=O)C1 (centres undefined)	-9
CC1CN(Cc2ccco2)c2nc3c(c(=O)[nH]c(=O)n3C)n2C1 (centres undefined)	-5
COc1ccnc(CN(C)C(=O)c2ccc(NC(=O)c3ccoc3C)cc2)c1	-12
CCCN1CCCN(CC(=O)NC2CCN(C3CC3)CC2)CC1	-57
Cc1cc(Oc2cc(N3CCNC(C)C3)ncn2)ccc1Cl (centres undefined)	-3
COc1ncccc1CNc1cc(C)nc(C)n1	-17
CCC/C=C/c1cncc(C(=O)N2CCOCC2)n1	-10
COc1ccc(NC(=O)CC(NCCC2=CCCCC2)C(=O)O)c(OC)c1 (centres undefined)	-8
CN[C@H]1CC[C@@H](c2ccc(Cl)c(Cl)c2)c2ccccc21	-14&-10&-8&-6&-3
CSc1nnc(SC2CC(=O)N(c3cc(Cl)cc(Cl)c3)C2=O)s1 (centres undefined)	-10
CCCN(CC(=O)Nc1ccc(F)c(F)c1F)C(=O)Cc1c(C)noc1C	-6
Cc1nnc(NC(=O)c2ccc(S(=O)(=O)Nc3cccc(C(F)(F)F)c3)o2)s1	76*
C#CCNc1ccccc1CN1CCC(CO)CC1	0

# Next section.
canonical_smiles	mcGAS MS inh
CS(=O)(=O)NC1CCN(Cc2ccc(-c3ccn[nH]3)o2)CC1	-11
COC(=O)c1sc(N)c(C(=O)OC)c1COC(=O)CC1CCCC1	-6
NC(=O)CCN(C(=O)c1ccc2ccccc2c1)c1ccccc1Cl	-9
O=C1c2ccccc2C(=O)c2c(OCc3ccccc3)ccc(OCc3ccccc3)c21	-10
Oc1cccc2c(NC(=S)NC3CC4CCC3C4)cccc12 (centres undefined)	1
CCc1oc2cc(OC(C)=O)ccc2c(=O)c1-c1ccc2c(c1)OCCO2	-3
Cc1cc(S(=O)(=O)N(C)C)cc(NCc2ccccc2C#N)c1C	3
NS(=O)(=O)Nc1cccc(CNC(=O)Cc2ccc(Cl)cc2Cl)c1	-15
CCCCn1ncc(C)c1NC(=O)C(NC(C)=O)C(C)C (centres undefined)	-5
CS(=O)(=O)c1ccc(CN2C(=O)C(Cc3ccccc3)ON=C2c2cccc(F)c2)cc1 (centres undefined)	-4
COc1ccc(-c2c3c(=O)n(C)c(=O)n(C)c3cn2Cc2ccccc2)cc1	-5
CC(NC(=O)C1=NNC(=O)CC1)C1CC2CCC1C2 (centres undefined)	-7
O=C(O)C1CCCCN1C(=O)c1cc(-c2ccccc2Cl)on1 (centres undefined)	-5
CCc1ccc(N2CC(C(=O)N(C)CC(=O)Nc3c(Cl)cccc3Cl)CC2=O)cc1 (centres undefined)	-10
COc1ccc(Cl)cc1Cn1c(C)c(C(=O)NCc2ccc3c(c2)OCCO3)sc1=O	-5

# Not all compounds are listed (hit frequency here may not be typical).
